NFkB transloc pot: enhances IL-1B driven NFkB nuclear translocation | activation, % at 2 µM | HUVEC IL-1B NFkB p65 nuclear translocation imaging | 0.3% of 94,000 active | AID 819;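 active = activation above 40%, about the mean plus 3 SD, also judged a hit on visual image review; inconclusive = activation above 40% but not a hit on visual review; inactive = activation not above 40% and no visual hit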;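 also: percent activation is computed from the nuclear over cytoplasmic p65 intensity ratio; values of inactives mirror those of a sister screen read the other way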
Bcl-B TR3 displacers: displacers of TR3 peptide from Bcl-B, primary screen, selectivity assay for Bfl-1 inhibitor project, biochemical, fluorescence polarization; FP displacement of FITC-TR3 peptide from Bcl-B; higher % means a stronger effect; displacement, % at 20 µM; hits with a dose series show IC50 in µM; 0.11% of 96,000 active;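 active = displacement above 50% at 20 µM plus a fluorescence interference ratio under 1.5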;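 also: plate controls were wells without compound for no effect and wells lacking Bcl-B protein for full effect; a part of the inactive calls stands beside numbers as strong as those of hits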
MRP reversal: reverses drug resistance mediated by MRP; H69AR cells + 2 uM doxorubicin, CellTiter-Glo, 72 h; differential viability (reversal), % at 10 µM; 0.04% of 85,000 active; AID 602;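 active = viability drop by adding the cancer drug above about 55%, with treated viability meeting a 40% cutoff, limit read from the data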;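 also: viability without doxorubicin minus viability with 2 µM doxorubicin for each compound; larger differential means the compound sensitizes cells more to doxorubicin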
PLAP inhibition: PLAP enzyme inhibitors, biochemical, luminescence, HTS (AID 690) | inhibition, % at 20 µM, or IC50 in µM where a hit was titrated | 0.08% of 96,000 active | purified PLAP, luminescent substrate; higher % means a stronger effect; in the data active = a potency from the dose series; inactive = the rest, 99 in 100 with inhibition below about 30%; also: strong numbers were not always called active
NFkB transloc inh: blocks IL-1B driven NFkB nuclear translocation in HUVEC cells; HUVEC IL-1B NFkB p65 nuclear translocation imaging; AID 796; inhibition, % at 2 µM; 0.43% of 94,000 active;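 active = inhibition above about 30% together with a positive call from visual inspection of the well image, limit read from the data; inconclusive = inhibition above a set limit but visual check negative; inactive = inhibition not above a set limit, visual check negative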;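 also: nuclear over cytoplasmic p65 intensity ratio measured by imaging; 0% = IL-1B stimulated DMSO wells and 100% = unstimulated DMSO wells; values of inactives mirror those of a sister screen read the other way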
MRP reversal cytotoxicity: second read-out of MRP reversal, no call of its own (marks repeat the call); viability, %; H69AR cells, CellTiter-Glo, 72 h; measured here: cytotoxicity without doxorubicin
MRP reversal with doxorubicin: also measured in MRP reversal; calls as there; viability, %; measured here: viability with 2 uM doxorubicin; hits give low values
NFkB transloc inh cell count 2 µM: second read-out of NFkB transloc inh, no call of its own (marks repeat the call); cell count; measured here: cells passing quality filter;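 raw number of nuclei counted in each imaged well without normalization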
NFkB transloc pot cell count 2 µM: recorded beside NFkB transloc pot, whose call it bears; cell count; measured here: cells passing quality filter
An asterisk follows results filed as active; u = inconclusive; x = no result given. These rows are one share of the data, so the mix of outcomes need not match the whole.

Each structure is followed by: NFkB transloc pot cell count 2 µM	NFkB transloc inh cell count 2 µM	MRP reversal with doxorubicin	NFkB transloc pot	Bcl-B TR3 displacers	MRP reversal	MRP reversal cytotoxicity	NFkB transloc inh	PLAP inhibition
- CCOC(=O)N1CCN(S(=O)(=O)c2ccc(OCC(=O)OC)c(C)c2)CC1
    123	123	80	20	-5%	9	89	-20	-32%
- Cc1c(Cl)c(C(=O)NNC(=S)NCc2ccco2)nn1C
    76	76	101	24	x	4	106	-24	x
- OCCN1CCN(C(c2cccs2)c2ccc3cccnc3c2O)CC1 (stereo unspecified)
    184	184	47	-9	0%	-7	40	10	-18%
- O=C(O)CCC(NS(=O)(=O)c1ccc(-c2ccccc2)cc1)C(=O)O (stereo unspecified)
    69	69	105	7	-4%	1	107	-7	-12%
- COc1ccc(NC(=O)CSc2nc(C)cc(C)n2)cc1
    40	40	91	-11	-3%	5	96	11	21%
- Cc1noc(COc2ccc(OCc3nc(C)no3)cc2)n1
    146	146	x	10	2%	x	x	-10	4%
- O=C(O)c1cc(-c2cccs2)nc2cc3c(cc12)OCCO3
    x	x	106	x	2%	-14	92	x	2%
- COc1cc(NC(=O)c2ccco2)c(C(=O)O)cc1OC
    193	193	107	7	4%	-6	101	-7	-4%
- CCCOc1ccc(S(=O)(=O)n2cc(Br)c(=O)[nH]c2=O)cc1
    93	93	83	11	0%	11	94	-11	-22%
- Cc1ccc(NC(=O)c2oc3ccc(S(=O)(=O)N4CCOCC4)cc3c2C)cc1C
    x	113	46	u	x	-9	37	-45	x
- c1ccc(-c2nnc(-c3ccccn3)nc2NC2CCCCC2)cc1
    97	97	21	3	18%	16	37	-3	-141%
- COc1ccccc1/C=N/n1c(N)c(S(=O)(=O)c2cccs2)c2nc3ccccc3nc21
    204	204	79	-16	-6%	-10	69	16	-24%
- CCCSc1nnc(NC(=O)Nc2ccc(F)cc2)s1
    x	x	14	x	-7%	-4	11	x	-8%
- CCOC(=O)N1CCN(CC(=O)Nc2ccc(OC)cc2)CC1
    66	66	93	9	-11%	-2	91	-9	9%
- Cc1cccc(-n2c(O)c(C=Nc3ccc4c(c3)OCO4)c3ccccc3c2=O)n1
    x	x	88	x	4%	-11	77	x	0%
- CCc1cccc(NC(=O)c2snc3c(=O)[nH]cnc23)c1
    85	85	79	-2	-4%	3	82	2	9%
- O=C(NC1CCCCC1)c1ccc(CNc2ccccc2)o1
    16	16*	86	-34	-1%	3	89	34*	24%
- O=S(=O)(N1CCOCC1)n1nnc2ccccc21
    151	151	99	-5	-3%	12	111	5	14%
- COc1cccc(NC(=O)CNC(=O)c2ccccc2)c1
    85	85	99	-7	-5%	-25	74	7	23%
- Cn1cc(CNC(=O)C2c3ccccc3Oc3ccccc32)cn1
    99	99	94	2	3%	4	98	-2	-36%
- CCSc1nnc(NC(=O)NC(CC)(C(F)(F)F)C(F)(F)F)s1
    143	143	32	2	2%	-19	14	-2	4%
- COc1ccc(CN2CCN(c3cc(C)nc4c5c(C)cc(C)nc5nn34)CC2)cc1F
    x	x	57	x	-2%	11	68	x	1%
- CCN(CC(=O)N1CCOCC1)S(=O)(=O)c1ccc(C)cc1
    119	119	94	-9	-12%	6	100	9	-2%
- COc1ccc(-c2cc(-c3c(O)c(OC)c4occc4c3OC)[nH]n2)cc1OC
    135	135	51	-4	4%	-25	26	4	-60%
- N/C(=N\OC(=O)CCc1ccccc1)c1ccc(Br)cc1
    197	197	x	-6	2%	x	x	6	5%
- CCC(C)c1c(O)nc(SCC(=O)c2ccccc2)[nH]c1=O (stereo unspecified)
    58	58	73	-2	3%	26	99	2	-32%
- CSc1ccc(Cn2nnc(C(=O)NCc3ccccc3)c2N)cc1
    50	50	90	-3	-2%	10	101	3	13%
- Cc1ccccc1-n1c(SCc2cc(=O)n3ccccc3n2)nc2[nH]ncc2c1=O
    104	104	82	9	-2%	-3	78	-9	-80%
- COc1cccc(NC(=O)Cc2nnc(SCCOc3ccccc3)n2C)c1
    80	80	73	0	-1%	-19	54	0	10%
- c1ccc(-n2nnnc2OCCOc2nnnn2-c2ccccc2)cc1
    7	7	90	-24	2%	0	90	24	5%

Structural class: those above containing a COOH group.
Each structure is followed by: NFkB transloc pot cell count 2 µM	NFkB transloc inh cell count 2 µM	MRP reversal with doxorubicin	NFkB transloc pot	Bcl-B TR3 displacers	MRP reversal	MRP reversal cytotoxicity	NFkB transloc inh	PLAP inhibition
- O=C(O)CCC(NS(=O)(=O)c1ccc(-c2ccccc2)cc1)C(=O)O (stereo unspecified)
    69	69	105	7	-4%	1	107	-7	-12%
- O=C(O)c1cc(-c2cccs2)nc2cc3c(cc12)OCCO3
    x	x	106	x	2%	-14	92	x	2%
- COc1cc(NC(=O)c2ccco2)c(C(=O)O)cc1OC
    193	193	107	7	4%	-6	101	-7	-4%

(next part)
Each structure is followed by: NFkB transloc pot cell count 2 µM	NFkB transloc inh cell count 2 µM	MRP reversal with doxorubicin	NFkB transloc pot	Bcl-B TR3 displacers	MRP reversal	MRP reversal cytotoxicity	NFkB transloc inh	PLAP inhibition
- CC1(C)SCC2C(=O)N3C(CSC3(C)C)C(=O)N21 (stereo unspecified)
    154	154	107	25	-10%	-9	98	-25	14%
- CSc1nc(C)c(CCOC(=O)c2cccc(Cl)c2)c(=O)[nH]1
    109	109	x	7	-7%	x	x	-7	-26%
- Cc1ccc(CSc2nnc(-c3cccs3)n2C)cc1
    86	86	80	-18	x	11	91	18	x
- Cc1ccccc1Nc1nc(N)nc(CN2CCN(c3ccccn3)CC2)n1
    172	172	86	24	-7%	-15	71	-24	6%
- Cc1ccc(-c2nnn(CC(=O)NCc3ccccc3)n2)c(-n2cnnn2)c1
    124	124	97	5	0%	-9	88	-5	-10%
- COc1ccc(CC(=O)NCc2ccccc2)cc1S(=O)(=O)N1CCOCC1
    147	147	100	5	-2%	-20	80	-5	-3%
- CCCc1ncc(C(O)c2cccc3ccccc23)n1C (stereo unspecified)
    103	103	75	5	-9%	4	78	-5	8%
- COc1ccc(N2C(=O)CCC(C(=O)NCCN3CCOCC3)C2c2ccc(OC)c(OC)c2)cc1 (stereo unspecified)
    x	x	89	x	-17%	20	109	x	-71%
- O=C(CCCn1c(SCC(=O)c2ccc(F)cc2)nc2ccccc2c1=O)NCc1ccco1
    100	100	72	-8	2%	-14	58	8	-7%
- O=C(NCCCN1CCCCCC1)C1CC(=O)N(C2CCCC2)C1 (stereo unspecified)
    162	162	102	-5	-1%	-10	92	5	-37%
- COc1ccc(Nc2cc(C(=O)NCCCN3CCN(C)CC3)c3ccccc3n2)c(OC)c1
    130	130	80	13	4%	13	93	-12	-45%
- CCSc1nc(-c2ccc(OC)cc2)cc(-c2ccc(OC)cc2)c1C#N
    202	202	97	6	-23%	-9	88	-6	12%
- CCOC(=O)CCC(=O)Nc1ccc(S(=O)(=O)N2CCC(C)CC2)cc1
    161	161	93	2	x	11	104	-2	x
- Cn1c(=O)oc2cc(S(=O)(=O)N3CCN(c4ccccc4)CC3)ccc21
    132	132	96	19	-25%	-4	92	-19	-4%
- CCCCSc1nnc2c(n1)[nH]c1ccccc12
    113	113	77	8	-7%	11	89	-8	-5%
- O=C(NCc1ccco1)c1ccc(Cn2cc([N+](=O)[O-])cn2)o1
    205	205	x	11	3%	x	x	-11	21%
- CCOc1ccc(C2C(C#N)=C(N)N3C(=C2C#N)Sc2ccccc23)cc1 (stereo unspecified)
    x	x	101	x	-8%	-13	87	x	-12%
- CC(=O)Nc1cccc(NC(=O)c2c(-c3ccccc3)noc2C)c1
    157	157	81	13	1%	4	85	-13	-1%
- CCCNc1c(N)n(-c2ccccc2)c(=O)[nH]c1=O
    155	155	81	11	1%	17	98	-11	11%
- O=C1NCCN1Cc1ccccc1
    179	179	92	-1	-9%	-4	89	1	-3%
- Cc1cccc(-n2nc3c(c2NC(=O)c2ccc(Br)o2)CSC3)c1
    56	56	83	38	-9%	11	94	-38	-51%
- O=C(Oc1nsnc1N1CCCCC1)N1CCOCC1
    185	185	78	-4	x	7	85	4	x
- Cc1cc(C)n(C(=O)CSc2ccc(Cl)cc2)n1
    99	99	x	-7	6%	x	x	7	-4%
- Cc1cccc(Nc2nc(N)nc(CN3CCN(Cc4ccc5c(c4)OCO5)CC3)n2)c1
    126	126	71	-12	-3%	-5	66	12	-55%
- CCCc1[nH]nc2c1C(CCc1ccccc1)C(C#N)=C(N)O2 (stereo unspecified)
    132	132	81	6	1%	-4	77	-6	-24%
- CCOC(=O)c1cnc2c(N=Nc3ccccc3)c(N)nn2c1N
    x	x	x	x	1%	x	x	x	1%
- CC(NC(=O)c1cc2c(=O)n(C)c3ccccc3c2n1C)c1ccc2c(c1)OCCO2 (stereo unspecified)
    68	68	54	13	x	-9	45	-14	x
- O=C(c1ccc2ccccc2n1)N1CCN(c2ccccc2O)CC1
    175	175	92	1	21%	6	98	-1	-30%
- O=C(CO)N/N=C/c1ccccc1F
    44	44	x	-6	3%	x	x	6	16%
- Cc1ccc(-c2cnc(NC(=O)CCC(=O)N3CCCCC3)n2C)cc1
    122	122	63	1	0%	22	85	-1	-53%

2 entries from above, tab-delimited:
SMILES	NFkB transloc pot cell count 2 µM	NFkB transloc inh cell count 2 µM	MRP reversal with doxorubicin	NFkB transloc pot	Bcl-B TR3 displacers	MRP reversal	MRP reversal cytotoxicity	NFkB transloc inh	PLAP inhibition
CCCc1ncc(C(O)c2cccc3ccccc23)n1C (stereo unspecified)	103	103	75	5	-9%	4	78	-5	8%
CCCCSc1nnc2c(n1)[nH]c1ccccc12	113	113	77	8	-7%	11	89	-8	-5%

Remaining list, next part:
Each structure is followed by: NFkB transloc pot cell count 2 µM	NFkB transloc inh cell count 2 µM	MRP reversal with doxorubicin	NFkB transloc pot	Bcl-B TR3 displacers	MRP reversal	MRP reversal cytotoxicity	NFkB transloc inh	PLAP inhibition
- C/C(=N\NS(C)(=O)=O)c1ccccc1
    195	195	95	17	-10%	19	114	-17	7%
- Cc1ccc(-c2nnc(SCC(=O)CC(=O)Nc3ccccc3)n2C)cc1
    162	162	86	3	x	-18	68	-3	x
- O=C(NCCc1cn2ccsc2n1)C1CCCCC1
    41	41	89	-5	-4%	9	98	5	-18%
- O=C(CCSc1ccccc1)Nc1ccc(OCc2ccccc2)cc1
    132	132	x	-1	-7%	x	x	1	12%
- Cc1ccc2c(c1)NCC(C(=O)NC1CCCCC1)O2 (stereo unspecified)
    99	99	101	-1	15%	0	101	1	-5%
- O=C(CSc1ncccn1)Nc1ccccc1
    x	x	x	x	-8%	x	x	x	11%
- CCS(=O)(=O)NCc1csc(-c2ccccc2)n1
    x	x	99	x	-2%	10	109	x	-11%
- COc1ccc(Cl)cc1Nc1nc(-c2sc(NC(=O)CC(C)C)nc2C)cs1
    220	220	x	-2	-32%	x	x	2	2%
- Cc1nonc1OC(C)CNc1ccc([N+](=O)[O-])cc1 (stereo unspecified)
    152	152	x	-4	-10%	x	x	4	-3%

Source: PubChem BioAssay
